Screening data from PubChem BioAssay.
TNAP act hi DEA = activators of human TNAP at high phosphate acceptor concentration; purified TNAP, CDP-star luminescence, 1 M DEA, 30 min; stronger effect = higher value; 0 = EDTA background, 1 = DMSO-only activity; activation factor at 20 µM; 200,000 tested, under 10 active;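 active means activation factor at least 2 at 20 µM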
Target sequence (P05186 whole entry, looked up): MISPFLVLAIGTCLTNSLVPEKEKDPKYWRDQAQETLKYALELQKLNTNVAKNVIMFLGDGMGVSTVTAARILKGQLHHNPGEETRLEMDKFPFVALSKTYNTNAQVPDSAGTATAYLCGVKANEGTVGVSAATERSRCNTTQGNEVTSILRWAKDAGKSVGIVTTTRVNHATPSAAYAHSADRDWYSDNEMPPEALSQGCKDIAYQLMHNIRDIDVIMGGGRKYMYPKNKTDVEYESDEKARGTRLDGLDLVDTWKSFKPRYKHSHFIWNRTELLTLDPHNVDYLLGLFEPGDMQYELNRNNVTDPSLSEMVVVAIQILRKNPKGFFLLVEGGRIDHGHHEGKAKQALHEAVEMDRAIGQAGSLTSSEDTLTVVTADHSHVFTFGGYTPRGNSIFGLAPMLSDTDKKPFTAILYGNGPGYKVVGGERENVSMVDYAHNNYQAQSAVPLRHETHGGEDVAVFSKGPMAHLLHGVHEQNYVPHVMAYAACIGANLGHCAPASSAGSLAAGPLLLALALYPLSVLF
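Control set: EDTA negative control, DMSO positive control / Assay system: human TNAP / Quantity: TNAP 1/800 final / Evaluation: TNAP activation factor scaled between EDTA and DMSO control wells / Measured by: luminescent substrate turnover signal / Compound dosing: one dose, 20 µM / Times: 30 min enzyme reaction at room temperature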
PMI act = phosphomannose isomerase (human) activation; purified human PMI, coupled resazurin fluorescence, 20 min; stronger effect = higher value; 1 = vehicle control, 0 substrate-free wells; hit rate 0.005% among 190,000; AID 1214; activation factor at 20 µM;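 active means activation factor of 2 or more at 20 µM, relative to plate controls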
Target sequence (P34949 whole entry, looked up): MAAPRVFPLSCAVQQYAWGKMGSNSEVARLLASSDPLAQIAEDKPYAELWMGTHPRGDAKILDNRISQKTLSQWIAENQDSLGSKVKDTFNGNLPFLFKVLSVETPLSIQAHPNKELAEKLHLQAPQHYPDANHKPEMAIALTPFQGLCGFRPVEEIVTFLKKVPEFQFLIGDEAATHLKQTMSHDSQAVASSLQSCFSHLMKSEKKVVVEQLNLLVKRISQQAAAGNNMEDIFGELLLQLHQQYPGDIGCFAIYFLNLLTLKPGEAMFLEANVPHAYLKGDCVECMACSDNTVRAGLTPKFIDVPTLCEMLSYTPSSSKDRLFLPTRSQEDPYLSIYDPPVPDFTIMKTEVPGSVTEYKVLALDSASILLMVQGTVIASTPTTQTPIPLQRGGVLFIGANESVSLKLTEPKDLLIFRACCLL
HMGR II inh = E. faecalis class II HMG-CoA reductase inhibition. purified E. faecalis HMGR, NADPH absorbance 340 nm kinetic. inhibition, % at 10 µM. hit rate 0.41% among 190,000. AID 1066;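 active means inhibition above a set limit, the median over all tested compounds plus 3 SD, cut at about 9.5% in these data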;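 further: enzyme runs in reverse so mevalonate oxidation gives rising NADPH absorbance; 0% = complete reaction with DMSO and 100% = background rate lacking mevalonate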
TNAP inh no acc = TNAP (human) inhibition, acceptor-free conditions. inhibition, % at 20 µM. purified TNAP, CDP-star luminescence, 30 min. hit rate 0.26% among 200,000;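 active means tissue-nonspecific alkaline phosphatase inhibition above about 50% at 20 µM in the single-dose screen, limit read from the data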;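 further: 0% = DMSO negative control and 100% = EDTA positive control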
Diaph act CS = diaphorase activation or chemical reduction counter-screen | Diaphorase/resazurin coupled assay, resorufin fluorescence, 16 min; stronger effect = higher value; 1 = vehicle wells, 0 = NADH-free wells | activation factor at 20 µM | hit rate 0.005% among 190,000 | AID 1229;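 active means diaphorase activity raised at least twofold by the compound at 20 µM; inactive means activation factor below 2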
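Material: purified diaphorase enzyme from Clostridium kluyveri / Medium: HEPES pH 7.4 buffer with MgCl2 and Tween 20 / Schedule: enzyme reaction of 16 min at room temperature / Measured by: resorufin fluorescence, excitation 544 nm, emission 590 nm / Evaluation: rise in resorufin formation, marking diaphorase activation or chemical reduction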
FLuc stim CS = firefly luciferase counter-screen for stimulation assays; ATPlite luciferase biochemical, luminescence, 10 min; 0 = ATP-free wells, 1 = DMSO control; 200,000 tested, under 10 active; activation factor at 10 µM; AID 1027;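 active means luciferase activation factor, scaled between plate controls, of at least 2 with compound at 10 µM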
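Material: luciferase plus luciferin reagent, cell-free. Medium: PBS buffer for ATP. Also added: ATP substrate, dispensed from a 10.24 µM working solution in PBS. Doses: test compounds dosed from 2 mM stocks in 100% DMSO. Incubation: 10 min post-reagent at room temperature. Technique: light output (luminescence). Read-out basis: luminescence gain marking luciferase activators.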
TNAP inh hiacc = inhibitors of human TNAP at high phosphate acceptor concentration | P05186 | purified TNAP, CDP-star luminescence, 1 M DEA | inhibition, % at 20 µM | hit rate 0.03% among 200,000 | AID 1135;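 active means over 50% inhibition of tissue-nonspecific alkaline phosphatase at 20 µM in the single-dose screen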;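 further: plate controls were DMSO wells for no effect and EDTA-quenched wells as full inhibition for full effect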
Diaph inh CS = counter-screen for diaphorase-based assays: diaphorase inhibitors and chemical oxidizers. diaphorase resazurin-to-resorufin fluorescence, NADH, 16 min; bacterial (C. kluyveri) enzyme, not human. inhibition, % at 20 µM. hit rate 0.69% among 190,000;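 active means primary screen inhibition at 20 µM above a set limit, cut at about 50% in these data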;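 further: plate controls were DMSO with full reaction for no effect and wells lacking NADH for full effect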
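Test system: Clostridium kluyveri diaphorase enzyme / Quantity: diaphorase at 0.14 U/mL in enzyme working solution / Incubation: 16-min room-temperature incubation before reading / Benchmarks: NADH-free wells as positive control, DMSO-only neutral wells / Signal: resorufin fluorescence 544/590 nm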
G6PDH CS = inhibits Leuconostoc G6PDH, flagging false hits in G6PDH-based assays; Purified L. mesenteroides G6PDH, diaphorase/resazurin coupled fluorescence, 45 min; inhibition, % at 5 µM; hit rate 0.12% among 200,000; AID 1020; in the data active means inhibition above about 50%
PMI act hi M6P = increases human PMI activity with near-saturating mannose 6-phosphate | activation factor at 20 µM | coupled PMI enzyme assay, resazurin fluorescence, 20 min; stronger effect = higher value; 1 = untreated enzyme, 0 = substrate-free blank | hit rate 0.34% among 190,000;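 active means activation factor of 2 or more at 20 µM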
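Test system: human phosphomannose isomerase with PGI, G6PDH, diaphorase coupling enzymes; amount: 15 ng/mL PMI; incubation: enzyme reaction with compound 20 min at room temperature; technique: resorufin fluorescence (Ex 544/Em 590 nm) from resazurin via diaphorase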
The depositor's hits bear a star; nt = not tested or not shown.

SMILES	TNAP act hi DEA	PMI act	HMGR II inh	TNAP inh no acc	Diaph act CS	FLuc stim CS	TNAP inh hiacc	Diaph inh CS	G6PDH CS	PMI act hi M6P
CCOC(=O)c1sc2nc(C(C)C)c3c(c2c1N)CCC3	1	1	0	-8	0.6	1.1	0	42	-2	1.1
Cc1cc(Cl)ccc1NC(=S)N(CCCN1CCOCC1)Cc1cccs1	1.1	1	5	-6	1	1.1	-5	0	-8	1.1
O=C(CNCC1CCCO1)Nc1ccc(N2CCCCCC2)cc1 (stereo not drawn)	1.1	0.8	-1	-6	0.8	0.9	-6	18	14	0.8
Cc1occc1C(=O)Nc1nnc(C2CCCCC2)s1	1	1	0	-3	0.8	1	0	18	-1	1
COC(=O)C1=C(C)OC(N)=C(C#N)C1c1c(C)nn(-c2ccccc2)c1Cl (stereo not drawn)	1	0.8	-6	-10	0.7	1.1	-1	35	-4	0.8
O=C(NCCCN1CCCC1=O)c1cc(-c2ccc3c(c2)OCO3)nc2ccccc12	1.1	1	0	-10	0.9	1	-8	11	8	0.9
O=C(N/N=C/c1ccc(-c2ccccc2[N+](=O)[O-])o1)c1cncc(Br)c1	1	0.7	0	-1	0.5	1.1	4	50	-16	0.8
C=CCn1c(CCCNC(=O)CCC)nc2ccccc21	1	0.9	0	-11	0.9	1	-4	8	15	0.8
Cc1ccc2nsnc2c1S(=O)(=O)N(Cc1ccco1)Cc1cc2ccc(C)c(C)c2[nH]c1=O	1.1	0.9	-3	-16	0.7	1.1	-7	33	3	0.7
Cc1cccc(NC(=O)COC(=O)CNC(=O)C2CCCCC2)c1	1.1	1	-6	-13	1	1	-8	-3	9	0.9
Cc1ccc(N(CC(=O)Nc2cc(Cl)ccc2Oc2ccccc2)S(C)(=O)=O)c(C)c1	1.1	0.8	-3	-5	0.8	1.1	-14	23	8	0.9
Cn1c(=NC(=O)CSCC(=O)N2CCOCC2)sc2ccccc21	1	0.9	-5	-10	0.9	1	-4	12	0	1
CCc1ccccc1N/C(=N\S(=O)(=O)c1ccccc1)C(F)(F)F	1	1.1	-3	-11	0.9	1	-2	8	9	1
O=C1/C(=C/c2ccc(O)c(O)c2)SC(=S)N1Nc1ccccc1	0.1	0.5	3	94*	0.4	1	88*	56*	4	0.8
O=C(NC1CCCCCC1)c1ccc2nc3cc(Cl)ccc3c(=O)n2c1	1	0.9	-9	0	1	1	0	2	-1	1
Cc1ccc(S(=O)(=O)C/N=C(/NC(=S)N(c2ccccc2)c2ccccc2)c2ccccc2)cc1	1	1	1	-22	1	1	-3	5	1	1.1
Cc1nc(-c2ccc([N+](=O)[O-])cc2)sc1C(=O)O	1.1	1	-4	-17	0.9	1	-7	14	3	1
N#CC1=C(N2CCCCC2)c2cc3c(n2C1=O)CCCC3	1	0.9	-3	-13	0.7	1	-2	26	0	0.9
COCCSc1nnc(NC(=O)c2ccc3c(c2)OCO3)s1	1	1.1	0	-14	1.1	0.8	-4	-6	3	1.1
Cc1nc(N2N=C(c3ccc(Cl)cc3)CC2c2ccco2)sc1C(=O)N(C)C (stereo not drawn)	1	0.9	-1	-25	0.9	0.9	-4	12	4	0.8
NC(=O)c1cc(-c2ccccc2)nc(N2CCOCC2)n1	1	1	-1	-11	1	1	-1	2	-5	1
COc1cc(-c2cc(-c3ccc(F)cc3)nc(N)c2C#N)ccc1O	1	0.9	1	-6	0.7	1	-4	30	10	0.8
C#CCSc1nnc(-c2sc3ccccc3c2Cl)o1	1	1	-4	-5	0.9	0.7	0	10	7	0.9
CCS(=O)(=O)Nc1ccc(C2=NN(S(=O)(=O)c3ccc(F)cc3)C(c3ccco3)C2)cc1 (stereo not drawn)	1	1	-1	17	0.8	1	-3	21	9	1
CCCCNC(=O)Nc1ccccc1C(=O)NCc1ccco1	1	1	-1	-8	0.8	1	-5	24	0	0.9
N=c1n(CCO)c2ccccc2n1Cc1ccccc1Cl	1	0.8	5	0	0.9	1	1	6	10	0.9
CCCCc1ccc(NC(=S)NCc2cccc(OC)c2)cc1	1.1	0.9	-4	-50	0.9	1	-11	6	4	1
Cc1cc(NC(=O)c2ccc(S(=O)(=O)Nc3ccccc3)cc2)no1	1	0.9	-7	-5	0.9	1	-4	15	9	0.9
COC(=O)c1ccc(-c2nn(C)c(=O)c3ccccc23)cc1	1	0.9	2	-8	0.9	1	1	15	8	0.8
CN(C)c1cnn(-c2ccccc2)c(=O)c1Cl	1	1.1	-4	-9	1.1	1	-1	-8	4	1.1

Profiles from above. Values in the order: TNAP act hi DEA, PMI act, HMGR II inh, TNAP inh no acc, Diaph act CS, FLuc stim CS, TNAP inh hiacc, Diaph inh CS, G6PDH CS, PMI act hi M6P
Listed for CCOC(=O)c1sc2nc(C(C)C)c3c(c2c1N)CCC3 → 1, 1, 0, -8, 0.6, 1.1, 0, 42, -2, 1.1
Listed for N=c1n(CCO)c2ccccc2n1Cc1ccccc1Cl → 1, 0.8, 5, 0, 0.9, 1, 1, 6, 10, 0.9
Listed for Cc1ccc(N(CC(=O)Nc2cc(Cl)ccc2Oc2ccccc2)S(C)(=O)=O)c(C)c1 → 1.1, 0.8, -3, -5, 0.8, 1.1, -14, 23, 8, 0.9

With a hit mark in TNAP inh hiacc, among the entries above:
Compound	TNAP act hi DEA	PMI act	HMGR II inh	TNAP inh no acc	TNAP inh hiacc	G6PDH CS	PMI act hi M6P
O=C1/C(=C/c2ccc(O)c(O)c2)SC(=S)N1Nc1ccccc1	0.1	0.5	3	94*	88*	4	0.8

Other compounds follow.
SMILES	TNAP act hi DEA	PMI act	HMGR II inh	TNAP inh no acc	Diaph act CS	FLuc stim CS	TNAP inh hiacc	Diaph inh CS	G6PDH CS	PMI act hi M6P
CC(C)(C)C(=O)/C=c1\[nH]c(=O)/c(=C\c2ccc(C#N)cc2)s1	0.9	1	-7	-1	0.9	1.1	6	10	-2	1
Nc1c(NCCc2ccccc2)c2ccccc2oc1=O	1	nt	-1	-14	nt	1	-2	nt	6	nt
CC(=O)N1CCC(N(CCN2CCOCC2)C(=S)Nc2cc(C)cc(C)c2)CC1	1	1	0	0	0.9	1.1	-1	10	4	1
C=CCOC(=O)C1C(=O)CC(C)(O)C(C(=O)OCC=C)C1c1ccc(OC)cc1 (stereo not drawn)	1	0.9	-7	-11	0.9	1.1	-3	13	-2	0.9
O=S(=O)(NCCCN1CCOCC1)c1ccc2c(c1)OCCO2	1	1	-2	-8	1	1.1	-3	2	-2	0.9
Cc1ccc2nc(-c3ccc(NC(=O)C(C)N4C(=O)c5ccccc5C4=O)cc3)sc2c1 (stereo not drawn)	1	0.8	-4	-11	0.9	0.9	-1	14	8	0.9
CC(Oc1ccc(Cl)cc1)c1ccnn1S(=O)(=O)c1ccc(Cl)cc1 (stereo not drawn)	1	0.9	0	-2	0.8	1.1	-3	24	2	0.9
COc1ccc(-c2c(C#N)c(N)n(N)c(=O)c2C#N)cc1Cl	1	0.8	-10	-9	0.9	1	-4	11	9	0.8
O=C1CCCCCC1C1(O)C(=O)Nc2ccc(Br)cc21 (stereo not drawn)	1.1	1	5	-11	1	1.1	-7	-1	1	1
Cc1ccccc1-c1nc(CN2CCCC2c2ccc(F)cc2)c(C)o1 (stereo not drawn)	1.1	0.9	1	-9	0.8	1.1	-5	16	2	1
CCOc1cccc(CNCCO)c1OCc1ccc(Cl)cc1Cl	1	1	-6	-8	1	1.1	-4	2	1	1.1
Cc1c(Br)c([N+](=O)[O-])nn1C(C)C(=O)Nc1c(C)n(C)n(-c2ccccc2)c1=O (stereo not drawn)	1	1.1	-9	3	0.9	1	-1	11	6	0.9
Cc1cc(C(=O)Nc2ccc3c(c2)OCCO3)c2ccccc2n1	1	1.1	6	-13	0.9	1.1	-4	6	5	1
CCOC(=O)C1CCCN(CCC(=O)Nc2cccc(F)c2)C1 (stereo not drawn)	1.1	1.1	-3	-18	0.9	1	-9	12	1	1
COc1ccc(NC(=O)c2cccc(C(=O)Nc3ccc(OC)cc3)n2)cc1	1	1.1	1	-8	0.8	1	-3	15	-7	1
CCCCCCn1c(CN2CCN(Cc3ccccc3)CC2)nc2c1c(=O)n(C)c(=O)n2C	1	0.8	1	0	0.8	1	1	21	-17	0.9
Cc1ccc(-n2cc(C(=O)c3cc(Cl)ccc3O)cc(C#N)c2=O)cc1	1	1	4	-10	0.9	1	4	11	3	1
CCN(CC)CCN(C(=O)C1=COCCO1)c1nc2cc3c(cc2s1)OCO3	1	1.1	-5	1	1.1	1	3	-13	2	1.1
CCOC(=O)c1c(C)[nH]c(C(=O)CN2C(=O)NC(C)(c3ccc(C)cc3)C2=O)c1C (stereo not drawn)	1	1.1	-2	-6	0.7	1	-3	31	15	0.9
CC(=O)N(C)c1ccc(NC(=O)/C=C/c2ccccc2Cl)cc1	1	0.9	4	-10	0.9	0.6	-4	5	22	0.8
CCCNS(=O)(=O)c1ccc(OCC(=O)NCc2ccc3c(c2)OCO3)cc1	1	0.9	1	-7	0.9	1.1	-1	10	0	0.9
CC(=O)Nc1ccc(S(=O)(=O)c2ccc(N)cc2)cc1	1	1.1	-1	1	1	1	-1	5	9	1.1
O=C(CN1CCOCC1)Nc1ccccc1Sc1ccccc1	1	0.9	-5	1	0.9	0.9	4	6	-6	1
Nc1ccc(S(=O)(=O)O)cn1	1	1.1	0	-4	0.9	1	-2	11	10	1.1
CCCC(C)NC(=S)Nc1cc(C)cc(C)c1 (stereo not drawn)	1	1	6	-11	0.9	1	-3	6	1	1
COC(=O)c1cc2occc2n1CC(=O)Nc1ccc(C)cc1C	1	1	0	-10	0.9	1.1	-4	11	4	0.9
O=C(C1CCN(Cc2ccccc2)CC1)N1CCCC1	1	1.1	-1	-13	1.1	1	-4	-7	3	1
Cc1cc(C)nc(SCC(=O)NN)n1	1.1	1	-2	-9	0.9	1	-8	8	5	1
CCOC(=O)N1CCN(c2ncnc3c2[nH]c2ccc(F)cc23)CC1	1	1	-3	-10	0.9	1.1	-1	11	3	0.9
O=C(O)CNc1nc(-c2ccccc2)nc2ccccc12	1	0.8	0	-5	0.8	1	2	17	2	0.8
COCCn1c(C)cc(C2=NNC(=NC3CC3)SC2)c1C	1.1	1.1	-2	-19	1	0	-6	5	1	1
Cc1ccc(N(CC(=O)N/N=C/c2cc(C)n(-c3ccccc3C)c2C)S(C)(=O)=O)cc1	1	0.8	-9	-12	0.7	1	-2	26	-14	0.7
Cc1nnc(SCC(=O)NCC2CCCCC2)n(N)c1=O	1	1	2	-4	0.9	1	3	8	-6	1
